Bioassay records from PubChem.
bCat nuc transl: modulators of beta-catenin nuclear translocation, primary screen, imaging, HeLa cells, immunofluorescence, high-content; nuclear translocation activity, % at 5 µM; 190,000 tested, 0.3% active; AID 1665, 2009;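 active = nuclear translocation activity above 50% at 5 µM, with a well cell count of 50 or more; inconclusive = wells under 50 cells across six images, flagged as toxic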;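 also: per-cell ratio of nuclear to cytoplasmic median beta-catenin stain intensity; plate controls were DMSO negative control for no effect and GSK-3 inhibitor IX positive control for full effect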
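Test system: human HeLa cell line; Doses: 5 µM primary, 0.02–20 µM confirmation; Incubation: 24 h compound exposure, 37°C; Detection: beta-catenin immunofluorescence imaging with DAPI; Read-out: beta-catenin nuclear/cytoplasmic ratio, % activation.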
Dynein cargo inh: inhibitors of GR-EGFP nuclear translocation, primary screen, dynein cargo transport inhibitor project, imaging, high-content, 3617.4 mouse cells | test concentration mostly 20 µM; stimulated with dexamethasone, 1 µM; stronger effect = lower value | z-score, hits read low | 220,000 tested, 0.47% active | AID 1381, 2008;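 active = plate z-score of nuclear minus cytoplasmic receptor signal below a set negative limit, without overly bright fluorescence or cell loss, cut at about -3.5 in these data, passing the limit was not always enough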;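 also: z-score of nuclear minus cytoplasmic ring GR-EGFP intensity difference per well; some compounds called inactive have numbers as strong as hits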
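Buffer or medium: tet-free medium with charcoal-stripped serum / Also added: dexamethasone agonist, 1.0 µM final, for 30 min / Timing: induction 48 h, compound 1 h, agonist 30 min / Measured by: high-content fluorescence imaging after fixation / Read-out: nuclear-to-cytoplasmic GR-EGFP distribution per well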
Lipid droplet: inhibitors of hepatocyte lipid droplet formation, primary screen, imaging, high-throughput imaging, BODIPY stain; AML12 mouse hepatocytes, oleate lipid droplets; 240,000 tested, 0.4% active; AID 1656, 2009; inhibition, % at 6.5 µM;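 active = lipid droplet intensity inhibited by at least 50%, with more than 500 cells counted; inconclusive = wells with under 300 cells, treated as cytotoxic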
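Assay system: AML12 mouse liver cells | Compound: 6.5 µM single-point dosing | Schedule: Overnight exposure | Technique: Fluorescence imaging, 20x objective, two fields per well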
human PMI inhibition: inhibitors of human PMI, primary screen, biochemical, fluorescence intensity, coupled assay (AID 1209) | Mannose-6-phosphate isomerase (Homo sapiens) | purified PMI enzyme, coupled fluorescence intensity; higher % means a stronger effect | one-dose inhibition, % at 20 µM; IC50 in µM for titrated hits | 190,000 tested, 0.42% active; in the data active = inhibition above about 50%;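 also: plate controls were DMSO vehicle for no effect and wells lacking substrate for full effect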
T cell HTS: modulators of CD8 T cell-vesicle binding, primary screen, mouse 2C CD8+ T cells, flow cytometry; 2C CD8+ T cell-vesicle binding; stronger effect = lower value; calls only at 7 µM; 330,000 tested, 0.068% active; AID 2052, 2009;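 active = response, share of CD8 T cells binding vesicles, and their 90th percentile fluorescence all below set limits, cut at about 80% in these data, passing the limit was not always enough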
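Material: 2C TCR transgenic mouse naive CD8+ T cells, MACS-purified. Also added: QL9-charged Drosophila Ld/ICAM-1/B7-1 vesicles. Timing: binding 1.5 h at 37 °C. Measured by: high-throughput flow cytometry with anti-B7-1 and anti-CD8 staining. Read-out: percent CD8+ FL2 mean versus row control. Controls: Unloaded micro-vesicles (low), QL9 vesicles with 0.7% DMSO (high).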
Myeloid diff MLP: induction of myeloid progenitor differentiation, primary screen, cell-based, flow cytometry, MLPCN library; ER-HoxA9 myeloid progenitors, lysozyme-GFP differentiation; calls only at 10 µM; 360,000 tested, 1% active;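 active = normalized GFP-positive differentiation at or above the plate's own cutoff, the solvent-only control mean plus 3 SD; inconclusive = no clear call, values can overlap the other calls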;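 also: cells exposed to compound for four days before flow analysis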
TNAP activators: human TNAP enzyme activators, primary screen, biochemical, luminescent, no phosphate acceptor, uHTS (AID 1001); 200,000 tested, 0.03% active; purified TNAP, luminescent activation assay, no phosphate acceptor; higher activation fold means a stronger effect; activation fold at 20 µM, or EC50 in µM where a hit was titrated; Alkaline phosphatase, tissue-nonspecific isozyme (Homo sapiens); in the data active = activation fold from about 3, or a potency from the dose series; inactive = the rest, 99 in 100 with activation fold below about 1.6; also: many of its hits are not listed in these tables
MT stabilizer: microtubule stabilizers in HeLa cells, primary screen, imaging, high-content imaging; HeLa tubulin immunostaining HCS, 24 h; share of cells brighter than vehicle mean+2SD; 200,000 tested, 0.83% active; AID 2205, 2009; % tubulin-high responders, % at 10 µM;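 active = plate Z-score above 3 for both tubulin-high and condensed-nucleus cell shares, with cell loss under 80%, at 10 µM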;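 also: anti alpha tubulin signal scored within the nucleus-defined area of each cell; some results filed as inactive read as strong as hits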
Ins promoter up: insulin promoter activators in MIN6 cells, imaging, high-content screening, mouse beta cells. MIN6 insulin promoter-GFP reporter; stronger effect = higher value. AID 1625, 2009. z-score at 5 µM. 190,000 tested, 0.3% active;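 active = z-score above 3 at 5 µM with at least 500 cells counted in the well; inconclusive = wells under 500 cells, flagged as cytotoxic or low count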
Dynein cargo inh cytoplasmic EGFP: also measured in Dynein cargo inh; calls as there; z-score; measured here: cytoplasmic GR-EGFP intensity; stronger effect = higher value
Dynein cargo inh nuclear GR-EGFP: second read-out of Dynein cargo inh, no call of its own (marks repeat the call); z-score; measured here: nuclear GR-EGFP intensity;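 lower value marks the stronger effect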
Dynein cargo inh cell count: second read-out of Dynein cargo inh, no call of its own (marks repeat the call); z-score; measured here: cell count per field
Ins promoter up cell count: further read-out of Ins promoter up, marked with its call; cell count; measured here: cytotoxicity, nuclei count;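 total cells summed across four imaged fields per well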
Lipid droplet cells 6.5 µM: also measured in Lipid droplet; calls as there; cell count; measured here: cell count, cytotoxicity flag;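 cells counted across two imaged fields per well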
bCat nuc transl cell count 5 µM: further read-out of bCat nuc transl, marked with its call; cell count; measured here: cell count, cytotoxicity flag
T cell HTS vesicle-bound %: further read-out of T cell HTS, marked with its call; double positive events, %; measured here: CD8+ vesicle-bound cell fraction;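 binding gate set so that unloaded-vesicle control wells show 10% double positive cells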
MT stabilizer Hoechst-high %: recorded beside MT stabilizer, whose call it bears; % Hoechst-high responders; measured here: nuclear condensation Hoechst responders;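 share of cells brighter than vehicle mean plus two SD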
MT stabilizer cytotoxicity %: second read-out of MT stabilizer, no call of its own (marks repeat the call); toxicity, %; measured here: cytotoxicity by cell density;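 0% = mean cell density of plate MIN control wells and 100% = no cells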
Myeloid diff MLP GFP+ MAC1+ %: second read-out of Myeloid diff MLP, no call of its own (marks repeat the call); GFP+ MAC1+ double positive, %; measured here: differentiation confirmed by MAC1 staining
Numbers without * were called inactive; i = inactive; ? = inconclusive; / = not tested or not shown; + = active, no number.

SMILES	Lipid droplet	Dynein cargo inh	MT stabilizer	Myeloid diff MLP GFP+ MAC1+ %	MT stabilizer Hoechst-high %	Myeloid diff MLP	MT stabilizer cytotoxicity %	bCat nuc transl	Lipid droplet cells 6.5 µM	TNAP activators	human PMI inhibition	Ins promoter up cell count	bCat nuc transl cell count 5 µM	T cell HTS vesicle-bound %	T cell HTS	Dynein cargo inh nuclear GR-EGFP	Ins promoter up	Dynein cargo inh cell count	Dynein cargo inh cytoplasmic EGFP
Cc1cccc(OCC(O)Cn2c(NCCCOC(C)C)nc3c2c(=O)[nH]c(=O)n3C)c1 (stereo not drawn)	/	2.4	2.1	0.4	3.5	i	7.8	-1.5	/	1.1	11%	1094	968	30	i	1.9	0.74	-0.65	0.14
COc1cc(/C=C2\CCOC2=O)cc(OC)c1OC	-13	-0.22	/	0.4	/	i	/	1.8	706	/	/	1439	1111	30	i	-0.12	0.05	0.51	-0.16
COc1cc(CN2CCN(c3cccc(Cl)c3)CC2)cc(OC)c1OC	0	-0.87	46*	/	44*	?	22*	-1.6	738	1	-1%	/	1004	1	i	0.18	/	-0.39	-0.23
CC(C)NC(=S)Nc1ccc(S(=O)(=O)Nc2ncccn2)cc1	-4	-0.065	2.6	0.3	2.0	i	4.3	1.7	646	1	-8%	1216	868	23	i	-0.2	1.1	-0.5	0.33
Cc1ccc2[nH]cc(CCNC(=O)/C=C/c3ccco3)c2c1	-10	-0.33	/	0.5	/	i	/	2.3	638	/	/	1093	1221	1.0*	+	-0.56	0.05	0.57	-0.27
NC(=O)COC(=O)c1cccc(S(=O)(=O)N2CCCc3ccccc32)c1	-27	-0.51	2.1	0.9	1.8	i	5.3	-2.7	597	1	1%	1472	1051	9	i	-0.65	0.33	0.81	-0.36
CC(C)Nc1nc(NC(C)C)nc(C(=O)OCCO)n1	/	0.32	8.0	2.5	3.7	i	12	/	/	1	-4%	1051	/	36	i	0.47	0.99	0.33	-0.25
CC(C)CCN1CCN(CC(c2ccccc2)c2ccccc2)CC1CCO (stereo not drawn)	-6	0.36	1.5	0.0	1.9	i	7.2	-0.2	687	1	3%	1371	1147	67	i	0.14	-0.36	0.36	-0.18
Cc1ccc(NC(=O)Nc2ccc([N+](=O)[O-])cc2)nc1	1	0.26	1.9	/	2.4	/	8.2	-2.1	696	1.3	-5%	1363	1095	60	i	0.56	0.32	-0.3	-0.23
CCOC(=O)N1CCN(C(=O)CN(c2ccc(OCC)cc2)S(C)(=O)=O)CC1	6	-0.57	1.5	0.9	1.3	i	4.1	-0.9	750	1.1	1%	983	1152	37	i	-0.15	0.09	0.82	0.21
O=C(NC1CCCC1)c1cccc(Cn2cc([N+](=O)[O-])cn2)c1	-8	0.11	3.0	0.5	3.0	i	7.1	0.6	654	1	10%	1206	492	24	i	0.79	-0.27	-1.5	-0.087
Cc1nc(C(C)NC(=O)CCc2nnc(-c3ccsc3)o2)cs1 (stereo not drawn)	2	-0.69	2.0	0.3	1.2	i	6.8	1.4	739	1.1	3%	1403	1020	37	i	-0.21	-0.17	0.29	0.084
COc1ccc(/C(O)=C2/C(=O)C(=O)N(CCN3CCOCC3)C2c2ccccn2)cc1 (stereo not drawn)	/	1.4	4.0	0.6	3.0	i	4.9	0.1	/	1.1	-16%	1111	1149	15	i	0.6	0.07	-0.67	-0.26
COc1ccc2nc(NC(=O)CN3CCOCC3)sc2c1	-3	3	2.9	3.0	0.8	i	9.8	-3.7	784	1	-3%	752	1156	21	i	2	1.1	-1.6	0.1
C/C=C(/C)C(=O)O[C@H]1[C@@H](O)c2c(ccc3ccc(=O)oc23)OC1(C)C	-7	-1.9	3.1	1.1	2.4	i	4.5	-2.6	708	1.1	-13%	1127	597	42	i	-0.46	-0.53	0.81	-0.23
COc1cc(/C=C/C(=O)O)cc(S(=O)(=O)N2CCCc3ccccc32)c1OC	2	3	/	0.2	/	i	/	0.5	707	/	/	/	1343	59	i	2.4	/	-2.2	-0.16
COc1ccccc1C(=O)Nc1ccccc1SC	-11	-0.84	1.8	9.8	1.3	i	44	-1.2	729	1.2	9%	1218	972	18	i	-0.19	-0.52	-0.25	-0.26
NC(=O)[C@@H]1CC2(CC(c3cccc(NC(=O)CC(c4ccccc4)c4ccccc4)c3)=NO2)CN1C(=O)COc1ccc(Cl)cc1 (stereo partly drawn)	9	0.99	/	0.5	/	i	/	3.9	638	/	/	685	903	28	i	0.85	2.1	-1.8	-0.55
O=C(CCNC(=O)c1ccccc1Cl)Nc1nc(-c2ccc3ccccc3c2)cs1	-2	-0.4	4.2	0.2	2.6	i	5.6	/	693	1	1%	1146	/	47	i	-0.5	0.1	-0.14	0.061
COC(=O)c1sc2ccccc2c1NC(=O)c1ccc(S(=O)(=O)N2CCC(C)CC2)cc1	-29	-0.043	7.5	/	2.2	?	6.0	-0.1	626	1.1	16%	1307	1139	4	i	-0.05	0.1	-0.45	-0.14

Next part; the last 2 above are carried over.
SMILES	Lipid droplet	Dynein cargo inh	MT stabilizer	Myeloid diff MLP GFP+ MAC1+ %	MT stabilizer Hoechst-high %	Myeloid diff MLP	MT stabilizer cytotoxicity %	bCat nuc transl	Lipid droplet cells 6.5 µM	TNAP activators	human PMI inhibition	Ins promoter up cell count	bCat nuc transl cell count 5 µM	T cell HTS vesicle-bound %	T cell HTS	Dynein cargo inh nuclear GR-EGFP	Ins promoter up	Dynein cargo inh cell count	Dynein cargo inh cytoplasmic EGFP
O=C(CCNC(=O)c1ccccc1Cl)Nc1nc(-c2ccc3ccccc3c2)cs1	-2	-0.4	4.2	0.2	2.6	i	5.6	/	693	1	1%	1146	/	47	i	-0.5	0.1	-0.14	0.061
COC(=O)c1sc2ccccc2c1NC(=O)c1ccc(S(=O)(=O)N2CCC(C)CC2)cc1	-29	-0.043	7.5	/	2.2	?	6.0	-0.1	626	1.1	16%	1307	1139	4	i	-0.05	0.1	-0.45	-0.14
CCOC(=O)N1CCC(Nc2nc3ccccc3n3nnnc23)CC1	-2	0.57	2.0	0.8	1.7	i	6.6	4.7	726	1.1	9%	1381	1113	48	i	0.62	-0.22	-0.083	-0.054
COc1cc(/C=N/OCC(=O)Nc2cc(C)cc(C)c2)ccc1OCc1ccc(Cl)cc1	2	0.069	2.4	0.2	1.2	i	8.4	3.8	660	1.2	21%	1274	748	41	i	-0.18	0.05	-0.36	1.7
CNC(=O)CN1C(=O)c2cccc3cccc1c23	2	-1.7	1.7	0.7	1.1	i	6.6	1.1	781	1	-2%	987	1135	52	i	-0.62	-0.65	0.97	-0.065
O=C(CSc1nnnn1-c1ccccc1)N1N=CCC1c1ccccc1 (stereo not drawn)	-10	-0.37	6.0	0.8	1.3	i	7.4	1.5	530	1	10%	1561	1059	44	i	-0.19	0.67	-0.012	-0.23
CCCOc1ccc2c(=O)c(N3C(=O)c4ccccc4C3=O)c(C)oc2c1	/	0.29	3.0	1.9	1.7	i	7.1	/	/	1	-5%	/	/	29	i	0.018	/	0.31	-0.13
COc1ccc(S(=O)(=O)NC2CC2)cc1C(=O)N1CCOCC1	3	0.45	1.7	0.3	2.4	i	9.7	0.2	700	1.1	8%	1539	1487	34	i	0.52	-0.25	0.28	-0.3
O=c1cc(CSc2ccccn2)nc(N2CCN(c3ccccc3)CC2)[nH]1	5	-0.64	4.9	1.6	2.4	i	7.9	0.0	737	1	16%	/	991	27	i	-0.15	/	0.26	-0.13
COc1ccc(CNC(=O)Cc2nn(C)c(=O)c3ccccc23)cc1	/	-0.88	3.6	1.3	1.8	i	5.1	/	/	1.1	4%	/	/	52	i	-0.44	/	0.42	-0.27
Cc1sc2nc(CSc3ccc([N+](=O)[O-])cc3)[nH]c(=O)c2c1C	12	-0.99	3.0	/	2.1	/	4.4	-1.0	699	1.1	-19%	1378	1141	42	i	-0.37	-0.2	0.73	-0.18
COc1cc(OC)c(OC)cc1CN1CCc2ccccc2C1	4	-0.41	1.0	1.0	1.0	i	11	/	831	1.2	2%	1020	/	29	i	-0.22	0.63	0.83	-0.35
COCCC(=O)N1CCCC(CNS(=O)(=O)c2ccc(OC)cc2)C1 (stereo not drawn)	12	-1.1	2.3	1.5	1.5	i	2.1	-0.1	721	1.1	6%	1394	1116	37	i	-0.48	-0.42	1.5	-0.37
